# KCNQ1 act – potentiators or activators of human KCNQ1 potassium channel. AID 2648. P51787. hit rate 0.35% among 310,000. CHO-K1 KCNQ1, thallium flux FluxOR fluorescence; stronger effect = higher value. B-score at 10 µM;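 active = fluorescence ratio B-score, a plate-corrected score, at least three library SD, with initial intensity B-score within 5 SD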
#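 Medium – assay buffer, equal DMSO in all wells · Material – CHO-K1 cell line with stable KCNQ1 potassium channel expression · Signal – kinetic FluxOR thallium fluorescence, 10-s 1-Hz baseline, 110-s post-stimulus read · Compound – single concentration per compound, DMSO matched to controls · Schedule – 37 °C overnight plating, 90-min dark dye load, 20-min compound pretreatment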
# TRPC4 PAM – TRPC4 (mouse) allosteric potentiation; Q9QUQ5; HEK293 TRPC4beta/mu-opioid, DAMGO EC20, Fluo-4 Ca2+ flux; stronger effect = higher value; B-score at 10 µM; hit rate 0.42% among 310,000; AID 2227;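 active = B-score of calcium response area above 5 SD of library B-scores, with initial fluorescence ratio within 5 SD of library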;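 note: B-score of integrated fluorescence ratio over time as area under calcium response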
# KCNQ1 inh – blocks the human KCNQ1 potassium channel. P51787. CHO-K1 KCNQ1, FluxOR thallium flux fluorescence; stronger effect = higher value. B-score at 10 µM. hit rate 1.3% among 310,000. AID 2642;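 active = compounds whose thallium flux B-score, printed positive for inhibition, exceeds three library SD while starting fluorescence stays within three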;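 note: channel opened by potassium depolarization with thallium stimulus after 20 min compound exposure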
# KCNK3 block – human KCNK3 channel inhibition, primary screen. B-score at 10 µM. CHO-KCNK3 thallium flux, FluxOR fluorescence; stronger effect = lower value. hit rate 0.84% among 340,000;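 active = B-score under library mean minus 4 SD, starting fluorescence ratio at most library mean plus 5 SD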;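 note: more negative B-score means stronger inhibition of thallium flux through KCNK3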
# TRPC4 act – opens the mouse TRPC4 cation channel. B-score at 10 µM. HEK293 TRPC4beta/mu-opioid, Fluo4 calcium fluorescence; stronger effect = higher value. AID 2237. hit rate 0.49% among 310,000. Q9QUQ5;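 active = B-score above 5 SD of library B-scores, and initial fluorescence ratio not above library mean plus 5 SD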;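 note: positive B-score marks a calcium rise read as TRPC4 activation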
#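 Test system: HEK293 cells stably co-expressing mouse TRPC4beta and mu-opioid receptor | Schedule: Fluo4 dye loading 45 min at room temperature, 110 s recording | Measured by: Kinetic Fluo4 calcium fluorescence, 5 s baseline at 1 Hz | Evaluation: B score of integrated ratio | Controls: Buffer (low) and maximal DAMGO (high)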
# hERG protect – compounds protecting human hERG from proarrhythmic drug block. hit rate 0.51% among 310,000. AID 1511. CHO-hERG, FluxOR thallium flux, dofetilide IC70 present. Q12809. activation (rescue from dofetilide block), less the hit threshold, % at 10 µM;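 active = activation above the mean of controls blocked by dofetilide plus 5 SD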;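 note: thallium influx through hERG after potassium depolarization seen as dye fluorescence rise; in these data hits start at about 4.7%; inactives centre near -7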
# TMEM16A inh – blocks the mouse calcium-activated chloride channel TMEM16A; Q8BHY3; HEK293 TMEM16A/YFP iodide influx fluorescence, ionomycin; normalized B-score (activity score, 25-100; higher = stronger inhibition) at 10 µM; hit rate 1.2% among 310,000;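 active = ratio plate-corrected score three or more library SD toward inhibition, starting fluorescence score within five deviations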;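 note: score derived from kinetic fluorescence span divided by baseline fluorescence per well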
# Target sequence (Q8BHY3 whole entry, looked up): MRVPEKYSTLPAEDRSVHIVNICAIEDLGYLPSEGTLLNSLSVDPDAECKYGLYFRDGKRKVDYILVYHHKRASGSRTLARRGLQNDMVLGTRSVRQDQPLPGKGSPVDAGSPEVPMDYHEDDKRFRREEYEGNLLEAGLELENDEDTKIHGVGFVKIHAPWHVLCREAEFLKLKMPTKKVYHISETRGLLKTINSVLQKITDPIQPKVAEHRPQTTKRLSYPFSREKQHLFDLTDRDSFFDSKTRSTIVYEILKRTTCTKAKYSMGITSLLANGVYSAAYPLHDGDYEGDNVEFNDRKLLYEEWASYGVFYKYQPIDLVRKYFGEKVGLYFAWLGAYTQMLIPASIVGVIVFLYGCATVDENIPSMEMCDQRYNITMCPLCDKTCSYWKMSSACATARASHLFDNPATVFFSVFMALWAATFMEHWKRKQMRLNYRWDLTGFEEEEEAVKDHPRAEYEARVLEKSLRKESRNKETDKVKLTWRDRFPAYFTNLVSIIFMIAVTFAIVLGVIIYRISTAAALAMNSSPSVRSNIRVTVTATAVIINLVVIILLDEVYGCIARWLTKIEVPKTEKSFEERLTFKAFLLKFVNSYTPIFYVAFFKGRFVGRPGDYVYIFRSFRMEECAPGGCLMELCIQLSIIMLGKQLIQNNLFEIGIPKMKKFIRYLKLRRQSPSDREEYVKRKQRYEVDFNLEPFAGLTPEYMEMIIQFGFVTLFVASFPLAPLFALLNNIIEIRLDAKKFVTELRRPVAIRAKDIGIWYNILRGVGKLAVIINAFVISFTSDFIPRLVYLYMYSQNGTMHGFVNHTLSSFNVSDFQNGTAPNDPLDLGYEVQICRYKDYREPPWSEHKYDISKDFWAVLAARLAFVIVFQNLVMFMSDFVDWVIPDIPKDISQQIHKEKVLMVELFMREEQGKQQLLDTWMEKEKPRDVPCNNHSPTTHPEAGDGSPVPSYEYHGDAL
# Dyrk1A ADPGlo – blocks rat Dyrk1A kinase activity. Q63470. ADP-Glo luminescence, NFATc1 peptide. inhibition, % at 12.5 µM. hit rate 0.43% among 310,000; in the data active = inhibition above about 50%;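 note: plate controls were vehicle with enzyme for no effect and no enzyme for full effect; many of its hits are not listed in these tables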
# HDAC3 inh – blocks human histone deacetylase 3. hit rate 0.15% among 320,000. AID 2718. inhibition, % at 8.3 µM. recombinant HDAC3, fluorogenic peptide/trypsin coupled, fluorescence; in the data active = inhibition above about 26%, passing the limit was not always enough
# KCNK9 inh – human KCNK9 channel inhibition. Q9NPC2. HEK293 KCNK9, FluxOR thallium flux fluorescence; stronger effect = lower value. B-score at 10 µM. hit rate 1.2% among 310,000. AID 488922;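 active = ratio B-score over 3 SD below the library mean, with starting fluorescence within 5 SD of its mean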;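 note: negative B-score means less thallium flux so channel inhibition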
# ANO1 activ – activates or potentiates the mouse TMEM16A chloride channel; Q8BHY3; HEK293 TMEM16A/YFP-H148Q/I152L, iodide quench fluorescence; stronger effect = lower value; B-score at 10 µM; hit rate 0.3% among 340,000;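 active = fluorescence-ratio B-score plate-corrected deviation score at least 3 library SD below zero, with starting fluorescence score within 5 deviations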;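 note: channel opened by trigger with iodide after compound preincubation; score built on the fluorescence ratio of max minus min over baseline; more negative score means more quench and so TMEM16A activation or potentiation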
# Numbers without * were called inactive; i = inactive; / = not tested or not shown.
SMILES,KCNQ1 act,TRPC4 PAM,KCNQ1 inh,KCNK3 block,TRPC4 act,hERG protect,TMEM16A inh,Dyrk1A ADPGlo,HDAC3 inh,KCNK9 inh,ANO1 activ
O=C1N=C(N2C=CC(=C3C=CNC=C3)C=C2)/C(=C/N=NC(=O)c2ccccc2O)S1,i,i,i,i,i,-8.1,i,11.3,9.6,i,i
CC(=O)NCCc1ccc(S(=O)(=O)N2CCOCC2)cc1,i,i,i,i,i,-1.0,i,-3.4,-2.6,i,i
COc1cc(/C=C2\SC(=Nc3ccc(F)cc3)N(c3ccc(F)cc3)C2=O)ccc1OCC(=O)O,i,i,i,/,i,-19.6,i,/,12.5,i,/
CCOC(=O)CNC(=O)CSc1cc(C)nc2ccc(OC)cc12,i,i,i,i,i,-4.7,i,18.3,-0.5,i,i
CC1CCCN(CCCNC(=O)c2cc3c(Cl)nc4ccccc4c3s2)C1 (stereo not drawn),i,i,i,i,i,-15.0,i,40.7,0.0,i,i
COc1ccc(S(=O)(=O)N2CCSC2c2ccc(OC)c(OC)c2)cc1 (stereo not drawn),i,i,i,i,i,-14.3,i,8.9,3.3,i,i
O=C(Nc1ccc2cccnc2c1)c1ccc(Br)cc1,i,i,i,i,i,-5.2,i,-3.9,5.5,i,i
CCCc1cc(C(=O)Nc2cccnc2)no1,i,i,i,i,i,-9.3,i,7.6,/,i,i
OC(COc1ccccc1)CN1CCN(Cc2ccc3c(c2)OCO3)CC1 (stereo not drawn),i,i,i,i,i,-8.2,i,0.3,-5.5,i,i
O=C(CSc1ccc(-c2ccco2)nn1)Nc1ccccc1,i,i,i,i,i,-8.0,i,/,0.7,i,i
COc1ccc(/C=N/NC(=O)c2ccc(N)cc2)cc1Cn1cc([N+](=O)[O-])cn1,i,i,i,i,i,-6.2,i,/,7.5,i,i
N#CCOc1nc(N2CCOCC2)nc(N2CCOCC2)n1,i,i,i,i,i,-8.2,i,8.7,-1.6,i,/
CNC(=O)COc1ccc(Cl)c2cccnc12,i,i,i,i,i,-11.7,i,4.8,-0.6,i,i
CC(C)c1nc2n[nH]c(N)c2c2c1CCCC2,i,i,i,i,i,2.2,i,25.8,-0.4,i,i
Cc1nc(N)nc(N)c1/C=C/C(C)(C)c1ccc(Cl)cc1,i,i,i,i,i,-26.5,/,2.3,/,i,i
NC(=O)CSc1nnc(-c2ccc3c(c2)OCO3)o1,i,i,i,i,i,-7.7,i,-8.6,3.6,i,i
O=C(c1ccc(NS(=O)(=O)c2ccc(F)cc2)cc1)N1CCOCC1,i,i,i,i,i,-12.1,i,-2.1,4.8,i,i
Oc1ccc(-c2[nH]ncc2-c2ccc(Cl)cc2)c(O)c1,i,i,i,i,i,-19.5,25*,48.6,4.7,i,i
CN(C(=O)COC(=O)c1ccc2c(=O)n3c(nc2c1)CCC3)C1CCS(=O)(=O)C1 (stereo not drawn),i,i,i,i,i,-11.8,i,-4.9,2.9,i,i
Cc1cc(Cl)ccc1NC(=S)N1CCN(Cc2ccccc2)CC1,i,i,i,i,i,0.8,i,-0.2,6.0,i,i
COC(=O)c1ccc(OCC(=O)NC(C)(C)C)cc1,i,i,i,i,i,-10.2,i,-7.9,8.3,i,i
COc1ccc(NS(=O)(=O)CC(C)C)c(OC)c1,i,i,i,i,i,-3.4,i,-2.6,0.1,i,i
Cc1ccc(SCc2c(C(=O)N/N=C/c3ccc4c(c3)OCO4)nnn2-c2nonc2N)cc1,i,i,i,i,i,-4.2,i,-6.6,0.4,i,i
Cc1ccc(OCCn2cnc3cc([N+](=O)[O-])ccc3c2=O)cc1,i,i,i,i,i,-19.2,i,-2.1,-2.8,i,i
O=C(O)CN1CCN(c2ncc(C(F)(F)F)cc2Cl)CC1,i,i,i,i,i,-8.3,i,-0.9,6.4,i,i
COc1ccc(-c2nsc3c(SCc4ccccc4)ncnc23)cc1,i,i,i,i,i,-4.2,i,-0.9,6.1,i,i
CCOC(=O)c1cc2c(ccn2C)n1CC(=O)N(Cc1ccccc1)c1ccccc1,i,i,i,i,i,-6.0,i,-3.1,6.4,i,i
Cc1cc(C)nc(NS(=O)(=O)c2ccc(NC(=O)c3ccc(S(=O)(=O)N4CC(C)OC(C)C4)cc3)cc2)n1 (stereo not drawn),i,i,i,i,i,-11.4,i,1.6,7.0,i,i
CCOc1ccccc1C(=O)NCC(=O)OCc1c(C)noc1C,i,i,i,i,i,-4.3,i,-2.2,-2.8,i,i
CC(=O)N/N=C/c1cc([N+](=O)[O-])ccc1OCCOc1ccccc1,i,i,i,i,i,-8.2,i,0.5,3.6,i,i
Cc1cccc(C)c1OCC(=O)NNC(=S)NC(=O)C1CC1,i,i,i,i,i,-13.0,i,-2.5,6.9,i,i
Cc1cc(NC(=O)c2ccc3[nH]c(C)c(C)c3c2)ccn1,i,i,i,i,i,-8.5,i,6.5,9.7,i,i
O=C1N/C(=N\N=C\c2cccnc2)SC1Cc1ccc(SC(F)F)cc1 (stereo not drawn),i,i,i,i,i,-7.1,i,0.6,-8.3,i,i
CCOC(=O)N1CCC(N2CCN(c3cc(C)ccc3C)CC2)CC1,i,i,i,i,i,-8.3,i,1.2,10.2,i,i
Cn1c(=O)c2cc(S(=O)(=O)N3CCOCC3)ccc2n(C)c1=O,i,i,i,i,i,-8.0,i,4.7,1.0,i,i
CC1(C)CC(=O)C2=C(C1)N(c1ccccc1C#N)C(N)=C(C#N)C2c1cccs1 (stereo not drawn),i,i,i,i,i,-8.3,i,4.9,-0.7,i,i
CCCNc1nc(C)cc(-c2cc(C(=O)NCc3ccccc3)on2)n1,i,i,i,i,i,-9.3,i,4.8,0.4,i,i
Cc1ccccc1OCC(=O)Nc1nc2ccccc2[nH]1,i,i,i,i,i,-7.3,i,/,1.5,i,i
Cn1cc(CN2CCN(c3ccc(Cl)cn3)CC2)c(-c2ccccc2F)n1,i,i,i,i,i,-15.6,i,0.1,4.7,i,i
COC(=O)c1ccccc1NC(=O)CNC(=O)c1ccc(OC)cc1,i,i,i,i,i,-10.3,i,6.5,-8.0,i,i
Cc1ccc(S(=O)(=O)CCC(=O)OCC(=O)NC(=O)c2ccccc2)cc1,i,i,i,i,i,-17.6,i,-2.5,0.8,i,i
CCOC(=O)CNC(=O)CSc1nnc(NC(=O)c2ccc3c(c2)OCO3)s1,i,i,i,i,i,-4.3,i,/,-15.8,i,i
N#C/C(=C/c1cn(-c2ccccc2)nc1-c1cccc(S(=O)(=O)N2CCCC2)c1)C(=O)NCc1ccco1,i,i,i,i,i,-11.9,i,-1.2,-4.7,i,i
Cc1nn(C)c(Oc2ccccc2)c1CCNS(=O)(=O)c1ccc(F)cc1,i,i,i,i,i,-12.4,i,-3.0,3.1,i,i
CC1CCN(c2c(NCc3ccc(C(=O)NCCc4ccc(Cl)cc4)cc3)c(=O)c2=O)CC1,i,i,i,i,i,-12.7,i,1.1,1.8,i,i
CC(=O)Nc1nnc(C)s1,i,i,i,i,i,-8.7,i,-1.2,1.5,i,i
COc1ccc(CSc2nnnn2-c2ccc(C(=O)O)cc2)cc1,i,i,i,i,i,-7.8,i,-15.2,2.0,i,/
Brc1ccc2[nH]c3c(NCc4ccccn4)ncnc3c2c1,i,i,i,i,61*,-18.7,i,/,6.5,i,i
COc1ccc(-c2[nH]ncc2CN(C)C(C)c2ccon2)cc1F (stereo not drawn),i,i,i,i,i,-10.5,i,3.5,4.5,i,i
Cc1cccc(-c2nnn(Cc3nnc(NC(=O)c4ccccc4)s3)n2)c1,i,i,i,i,i,-7.2,i,6.1,2.2,i,i
CCOc1ccccc1C1C(C#N)=C(SCC(=O)OC)NC(=O)C1C(=O)OC (stereo not drawn),i,i,i,i,i,-9.0,i,4.0,-3.5,i,i
O=C(CN1CCN(S(=O)(=O)c2ccccc2[N+](=O)[O-])CC1)NC(=O)NCc1ccco1,i,i,i,i,i,-17.5,i,/,1.3,i,i
CCOc1ccc(S(=O)(=O)N2CCN(CC)CC2)cc1NC(=O)c1ccccc1F,i,i,i,i,i,-4.4,i,7.3,10.1,i,i
COC(=O)NC1CCS(=O)(=O)C1 (stereo not drawn),i,i,i,i,i,-5.9,i,31.8,-2.6,i,i
COc1ccccc1NC(=O)C1=C(C)Nc2nc(CCCO)nn2C1c1ccc2c(c1)OCO2 (stereo not drawn),i,i,i,i,i,-8.3,i,0.0,0.1,i,i
CC(=O)N1CCCN(Cc2nc(C3(c4ccc(C)cc4)CCCC3)no2)CC1,i,i,i,i,i,-15.5,i,1.5,-6.6,i,i
OC(COc1ccc(F)cc1)CN1CCN(c2ccccc2F)CC1 (stereo not drawn),i,i,i,i,i,-5.6,i,-2.7,1.2,i,i
Cc1cccc(OCCCC(=O)Nc2ccc(S(=O)(=O)N3CCCC3)cc2)c1,i,i,i,i,i,-0.8,i,5.6,9.5,i,i
Clc1ccc(Nc2ccccc2)nn1,i,i,i,i,i,-11.2,i,-14.3,-2.9,i,i
N#Cc1ccc(OCCN2CCc3ccccc3C2)cc1,i,i,i,i,i,-9.3,i,-2.6,/,i,i
# Continued:
SMILES,KCNQ1 act,TRPC4 PAM,KCNQ1 inh,KCNK3 block,TRPC4 act,hERG protect,TMEM16A inh,Dyrk1A ADPGlo,HDAC3 inh,KCNK9 inh,ANO1 activ
CN(C(=O)COC(=O)c1ccc(C(C)(C)C)cc1)C1CCS(=O)(=O)C1 (stereo not drawn),i,i,i,i,i,-16.0,i,-3.7,6.5,i,i
N#C/C(=C\N1CCOCC1)C(N)=O,i,i,i,i,i,-9.7,i,/,-10.8,i,i
Nc1cc(-c2ccccc2)n2c(n1)nc1ccccc12,i,i,i,i,i,-9.9,i,2.0,-0.8,i,i
COc1ccc(C(CC(=O)O)NC(=O)C2CCCCC2)cc1 (stereo not drawn),i,i,i,i,i,-8.1,i,1.1,-0.3,i,i
FC(F)(F)c1cccc(N2CCN(Cc3cccnc3)CC2)c1,i,i,i,i,i,-3.9,i,/,4.5,i,i
CCOC(=O)C1CN(S(=O)(=O)c2ccccc2)C1,i,i,i,i,i,-12.7,i,3.1,-0.3,i,i
CC(=O)c1cc(Cl)ccc1OC(=O)c1ccco1,i,i,i,i,i,-4.5,i,4.6,8.4,i,i
N#Cc1nc(COc2ccccc2)oc1N1CCCCCC1,i,i,i,i,i,-14.9,i,-3.5,-2.1,i,i
O=C(NCc1ccccc1)C1=C[C@@H](c2csc3ccccc23)C[C@@H](OCCCCO)O1,i,i,i,/,i,-13.1,i,/,4.3,i,/

# Only part of the results is shown. The share of hits here may be higher or lower than overall.
